# Screening results: PubChem, several laboratories
# aSyn 5UTR inh: MLPCN primary screen, SNCA 5' untranslated region; AID 1813, 2009; alpha-synuclein 5'UTR reporter, inhibitor activity; 0.82% of 300,000 active; inhibition, % (tested at 7.5 µM); in the data active means inhibition above about 60%;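 further: H4 neuroglioblastoma cells stably carrying SNCA 5'UTR luciferase fusion; 0% = DMSO wells and 100% = positive control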
# MrgX1 antagonist: antagonists of human MrgX1 receptor, primary screen, HEK293 cells, Fluo-4 calcium flux. Mas-related G-protein coupled receptor member X1 (Homo sapiens), Q96LB2. BAM8-22 antagonism; hits give low values. B-score at 10 µM. 1.3% of 310,000 active;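 active means calcium-response B-score plate-corrected more than 3 library SD below zero, starting fluorescence within 5 deviations, no agonist response on first addition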;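 further: peak minus trough fluorescence over baseline after final BAM8-22 challenge near maximal dose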
# TRPC6 inh: mouse TRPC6 channel inhibitors, primary screen, cell-based, HEK293, membrane potential dye; Short transient receptor potential channel 6 (Mus musculus), Q61143; ACh-evoked depolarization; hits give low values; B-score at 10 µM; 1.1% of 310,000 active;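 active means B-score under library mean minus 3 SD, initial fluorescence not abnormally high, positive integrated signal ratio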;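 further: B-score derived from integrated fluorescence ratio over the kinetic read; more negative B-score means stronger inhibition of depolarization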
# Target sequence (Q61143 whole entry, looked up): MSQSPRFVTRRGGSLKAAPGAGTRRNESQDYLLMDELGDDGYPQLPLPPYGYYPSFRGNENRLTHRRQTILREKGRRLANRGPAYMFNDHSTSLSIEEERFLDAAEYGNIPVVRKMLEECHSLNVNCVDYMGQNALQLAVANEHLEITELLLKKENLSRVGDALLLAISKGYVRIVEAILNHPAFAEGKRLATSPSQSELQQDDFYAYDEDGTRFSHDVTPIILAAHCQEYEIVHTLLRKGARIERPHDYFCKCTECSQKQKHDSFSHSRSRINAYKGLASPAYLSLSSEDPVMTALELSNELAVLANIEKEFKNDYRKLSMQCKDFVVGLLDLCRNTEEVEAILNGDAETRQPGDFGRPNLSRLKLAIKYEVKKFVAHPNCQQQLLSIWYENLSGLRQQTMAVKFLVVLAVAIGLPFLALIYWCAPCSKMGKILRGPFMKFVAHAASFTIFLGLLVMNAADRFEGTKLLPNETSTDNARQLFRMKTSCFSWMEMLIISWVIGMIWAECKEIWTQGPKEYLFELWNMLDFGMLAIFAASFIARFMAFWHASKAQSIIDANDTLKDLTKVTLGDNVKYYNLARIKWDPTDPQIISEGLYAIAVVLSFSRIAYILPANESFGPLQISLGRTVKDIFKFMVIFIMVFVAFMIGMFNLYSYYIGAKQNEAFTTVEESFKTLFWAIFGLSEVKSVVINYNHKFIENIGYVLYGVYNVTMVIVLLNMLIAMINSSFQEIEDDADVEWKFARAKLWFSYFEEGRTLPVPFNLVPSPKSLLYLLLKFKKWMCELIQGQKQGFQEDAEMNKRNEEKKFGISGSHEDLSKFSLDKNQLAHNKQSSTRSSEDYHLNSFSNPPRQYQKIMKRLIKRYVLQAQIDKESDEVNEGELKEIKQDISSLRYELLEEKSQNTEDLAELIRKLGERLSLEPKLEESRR
# SKKanGAS inh: S. pyogenes SKKanGAS growth inhibitors in kanamycin, primary screen, streptokinase expression inhibitor project, SKKanGAS strain, BacTiter-Glo luminescence; 6 h; inhibition, % at 7.5 µM; 1.3% of 300,000 active;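 active means mean replicate score, as percent of positive control median, at least 50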;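 further: strain carries kanamycin resistance gene driven by streptokinase promoter and grows in 40 µg/ml kanamycin; loss of luminescence reflects streptokinase promoter inhibition or plain growth inhibition; 0% = median of DMSO wells and 100% = positive control at its reference dose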
# TRPC6 act: mouse TRPC6 channel activators, primary screen, cell-based, HEK293, membrane potential dye. Short transient receptor potential channel 6 (Mus musculus), Q61143. HEK293-TRPC6 membrane potential dye fluorescence; hits give high values. B-score at 10 µM. 0.13% of 310,000 active;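 active means B-score of the integrated fluorescence ratio above library mean plus 3 SD, and starting fluorescence ratio within library mean plus 5 SD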;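 further: higher score means more depolarization so channel activation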
# IEC-6 cytotox: cytotoxicity in IEC-6 intestinal epithelial cells, primary screen, cytotoxicity control for KLF5 inhibitor project, cell-based, luminescence. IEC-6 cytotoxicity, luminescence viability. inhibition, % at 5 µM. 0.78% of 290,000 active. AID 1825, 2009; in the data active means inhibition above about 22%;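 further: 0% = plate median of test compound wells and 100% = cytotoxic reference compound wells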
# TRPC4 agonist: activators of mouse TRPC4 channel, primary screen, Fluo4 calcium, HEK293 TRPC4beta/mu-opioid cells; Short transient receptor potential channel 4 (Mus musculus), Q9QUQ5; Fluo4 calcium fluorescence; hits give high values; B-score at 10 µM; 0.49% of 310,000 active; AID 2237, 2010;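 active means B-score above 5 SD of library B-scores, and initial fluorescence ratio not above library mean plus 5 SD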;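 further: positive B-score marks a calcium rise read as TRPC4 activation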
#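 Assay system: HEK293 stable line with TRPC4beta plus mu-opioid receptor; schedule: 45 min room-temperature Fluo4 loading, 110 s read; technique: kinetic Fluo4 calcium fluorescence; evaluation: integrated baseline-normalised fluorescence ratio, converted to per-well B score; controls: buffer (low) and maximal DAMGO (high)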
# HIF activator: HIF pathway transcriptional activators, primary screen, cell-based, U2OS HRE-luciferase, luminescence. U2OS HRE-luciferase reporter; normalized: DMSO 0%, desferrioxamine 100%. activation, % at 7.5 µM (by protocol). 0.32% of 300,000 active. AID 1910, 2009;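 active means mean activation of at least 10% of the iron chelator positive control signal, with at least half of replicates also reaching 10%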
# TRPC4 block: inhibitors of mouse TRPC4 channel, primary screen, Fluo4 calcium, HEK293 TRPC4beta/mu-opioid cells; B-score at 10 µM; 0.39% of 300,000 active; Short transient receptor potential channel 4 (Mus musculus), Q9QUQ5; DAMGO-evoked Fluo4 calcium flux; hits give low values;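 active means B-score over 3 SD under the library average, no early fluorescence shift, positive overall ratio signal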
#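 Material: HEK293 cells with stable TRPC4beta plus mu-opioid receptor expression; probe or stimulus: DAMGO in two steps, submaximal then maximal; technique: Fluo4 calcium fluorescence by kinetic imaging, 5 s 1 Hz baseline; measure: integrated fluorescence ratio relative to baseline, converted to per-well B score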
# TRPC4 potent: positive allosteric modulators of TRPC4, primary screen, cell-based, mouse TRPC4beta, HEK293 mu-opioid, Fluo-4 calcium; 0.42% of 310,000 active; AID 2227, 2009; B-score at 10 µM; DAMGO EC20, Fluo-4 Ca2+ flux; hits give high values;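 active means B-score of calcium response area above 5 SD of library B-scores, with initial fluorescence ratio within 5 SD of library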;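 further: B-score of integrated fluorescence ratio over time as area under calcium response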
# KLF5 inh: KLF5 expression inhibitors, primary screen, DLD-1 cells, luminescence; inhibition, % at 5 µM; 0.23% of 290,000 active; DLD-1 KLF5 promoter-luciferase reporter; AID 1700, 2009;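 active means inhibition above a per-plate limit of that plate's mean compound inhibition plus 3 SD, cut at about 60% in these data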;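 further: 0% = DMSO wells and 100% = LY294002 at 200 µM; higher means less KLF5 promoter-driven luciferase light; inactives centre near -14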
# * hit, by the source's call; i = inactive; x = not tested or not shown. Random draw from the library; about 5.8% have a hit in one of these screens.
SMILES,aSyn 5UTR inh,MrgX1 antagonist,TRPC6 inh,SKKanGAS inh,TRPC6 act,IEC-6 cytotox,TRPC4 agonist,HIF activator,TRPC4 block,TRPC4 potent,KLF5 inh
CS(=O)(=O)Nc1ccc2c(c1)ncn2CCc1ccccc1,-11,i,i,-4,i,3,i,-6.6,i,i,-14
Cc1ccc(S(=O)(=O)c2nc(S(=O)(=O)c3ccc(C)cc3)c(N3CCN(CCO)CC3)s2)cc1,-64,i,i,2,i,2,i,-0.9,i,i,19
COC(=O)c1ccc(S(=O)(=O)N2CCN(C)CC2)n1C,7,i,i,-1,i,-6,i,-0.6,i,i,-9
CN(C)c1ccc(N=Nc2ccccc2C(=O)OCC(=O)N(C)C2CCCCC2)cc1,-135,i,i,11,i,11,i,1.1,i,11*,-54
Cc1ccc(CNC(=O)C2COc3ccccc3O2)cc1 (stereo not drawn),-51,i,i,-3,i,-2,i,0.2,i,i,-40
CCP(=O)(c1ccccc1)C(C)(C)O (stereo not drawn),x,i,i,x,i,2,i,x,i,i,7
Nc1nc(-c2ccc3ccccc3c2)cs1,-193,i,i,-6,i,8,i,3.6,i,i,-172
Cc1ccc(C(=O)Nc2ccc3c(c2)OCO3)cc1S(=O)(=O)N1CCCCC1,-67,i,i,2,i,4,i,1.1,i,i,-7
CCOc1cc(/C=C2/NC(=O)N(CC(=O)OC)C2=O)ccc1O,-66,i,i,-8,i,3,i,-0.2,i,i,-8
Cc1c(CCC(C)C)c(=O)n2c([nH]c3ccccc32)c1C#N,36,i,i,20,i,4,i,0.2,i,i,-15
CC(C)c1ccc(S(=O)(=O)N2CCN(C(=O)Cc3ccsc3)CC2)cc1,-10,i,i,9,i,x,i,0.0,i,i,x
C[n+]1ccc(/C=C/c2c[nH]c3ccccc23)cc1,-13,i,i,-14,i,5,i,-1.8,i,i,-1
Cc1ccccc1CSc1nc2ccccc2c(=O)[nH]1,36,i,i,0,i,-3,i,-0.5,i,i,4
Cc1cc(NC(=O)CSc2nnc(CNC(=O)c3ccc(F)cc3)o2)no1,-1,i,i,-8,i,-3,i,-0.6,i,i,1
Cc1ccc(C(=O)C2CCN(C(=S)NCC3CCCO3)CC2)cc1 (stereo not drawn),-7,i,i,-3,i,2,i,0.7,i,i,-19
Cc1csc(NC(=O)CSc2nnc(NC(=O)COc3ccc(Cl)cc3)s2)n1,-19,i,i,-5,i,2,i,-0.1,i,i,-7
CC(C)(C)OC(=O)NCc1ccc(CNC(=O)c2[nH]cnc2C(=O)NCC(=O)OCc2ccccc2)cc1,-12,i,i,1,i,-4,i,-6.6,i,i,-25
Cc1cc(Cl)c(C(=O)Nc2cccc(C(F)(F)F)c2)c(C)n1,-10,i,i,2,i,10,i,-0.1,i,i,-6
O=C(CCl)N(c1ccccc1)c1c[nH]c2ccccc12,30,i,i,-2,i,34*,i,-0.1,i,i,1
COc1ccccc1NC(=O)C(=O)NCc1ccccc1Cl,-30,i,i,-3,i,2,i,0.4,i,i,-21
O=C(NCCO)c1cc2c([nH]c3ccccc32)c(-c2ccccc2)n1,-10,i,i,1,i,-7,i,-16,i,i,-29
Cc1cc2c(OCC(O)CNC(C)(C)C)cccc2[nH]1 (stereo not drawn),9,i,i,6,i,-2,i,-0.1,i,i,3
CSC1=C(C#N)C(c2ccccc2Cl)C(C(=O)c2cccs2)C(O)(C(F)(F)F)N1 (stereo not drawn),2,i,i,-14,i,2,i,0.7,i,i,-38
COC(=O)c1ccc(N2CCOCC2)c(NC(=O)Nc2cccc(OC)c2)c1,25,i,i,-6,i,1,i,0.3,i,i,-37
CCC(=O)c1ccc(N2CCCCC2)c(F)c1,-68,i,i,-7,i,0,i,1.1,i,i,-1
O=C(Cn1cnnn1)Nc1ccccc1Cc1ccccc1,17,i,i,8,i,10,i,-0.5,i,i,-5
COc1ccc(CCn2c(=N)c(C(=O)N3CCN(C)CC3)cc3c(=O)n4ccccc4nc32)cc1,-65,i,-7.2*,-13,i,-5,i,1.3,i,i,-20
CCC(C(=O)Nc1cc(C(=O)O)ccc1C)c1ccccc1 (stereo not drawn),23,i,i,0,i,3,i,-0.2,i,i,-14
COc1ccccc1CN1CC(C(=O)NC2CCCCC2)CC1=O (stereo not drawn),17,i,i,-3,i,0,i,0.0,i,i,-19
CCc1cc(=O)oc2c(C)c(O)c(CN3CCCCC3)cc12,12,i,i,-13,i,3,i,-0.3,i,i,9
COc1ccc(NC2=C(C)C(=O)CC2)cc1,-29,i,i,-8,i,5,i,0.1,i,i,-30
CCOC(=O)c1c(-c2ccccc2)nc2ccc(Cl)cn12,23,i,i,-1,i,-10,i,-0.1,i,i,-42
Oc1ccc(CN2CCC(Cc3ccccc3)CC2)c2cccnc12,105*,x,i,-18,i,-12,i,18*,i,i,15
Cc1noc(C)c1CN1C(=O)NC2(CCc3ccccc3C2)C1=O (stereo not drawn),18,i,i,-3,i,-4,i,-0.8,i,i,15
O=C(c1ccco1)N1CCN=C1SCc1ccccc1F,3,i,i,7,i,8,i,x,i,i,-42
CN1CCN(CCOc2ccc(-c3ccccc3)cc2)CC1,-110,i,i,0,i,-1,i,-22,i,i,-32
COc1ccc(Nc2nc(NCc3ccco3)nc(N)c2[N+](=O)[O-])cc1,6,i,i,-12,i,3,i,0.5,i,i,-9
Cc1cc(=O)[nH]c2c1c(C)nn2C1CCCCC1,7,i,i,7,i,2,i,-0.1,i,i,-26
CC1Cc2cc(C3(O)C(=O)c4ccccc4C3=O)ccc2N1 (stereo not drawn),13,i,i,7,i,3,i,-0.2,i,i,2
Cc1nnc(SCC(=O)NC2CC2)n1CCc1ccccc1,-14,i,i,-5,i,1,i,1.1,i,i,-17
COc1ccc(OCC(=O)N2CCC(n3nccc3NC(=O)C3CC3)CC2)cc1,-14,i,i,2,i,9,i,-0.3,i,i,10
CCOC(=O)CNC(=O)C(Cc1ccccc1)NC(=O)OCc1ccccc1 (stereo not drawn),-9,i,i,3,i,6,i,-0.4,x,i,2
CCN(CC)S(=O)(=O)c1ccc(N2CCOCC2)c(NC(=O)c2cccc3c(=O)c(C)c(-c4ccccc4)oc23)c1,22,i,i,9,i,x,i,-1.3,i,i,x
CCN(Cc1ccccc1)C(=O)c1cccc(S(=O)(=O)N2CCN(Cc3ccccc3)CC2)c1,14,i,i,-5,i,x,i,1.8,i,i,x
O=C(Nc1cccc2c1C(=O)NC2=O)c1cccc(N2C(=O)CCC2=O)c1,-14,i,i,-4,i,6,i,0.1,i,i,-23
O=C(OCc1cccc(C(F)(F)F)c1)c1cc(S(=O)(=O)N2CCOCC2)ccc1F,-3,i,i,-3,i,x,i,0.5,i,i,x
COc1ccc(C(c2c(O)cc(C)oc2=O)c2c(O)cc(C)oc2=O)cc1,1,i,i,11,i,0,i,-0.8,i,i,-40
O=c1[nH]nc(N/N=C/c2ccccc2OC(F)F)c(=O)[nH]1,1,i,i,-23,i,-10,i,-0.1,i,i,0
O=C1CC(c2cccc(Cl)c2)Cc2nc(N3CCN(c4ccccc4)CC3)ncc21 (stereo not drawn),-16,i,i,0,i,4,i,0.4,i,i,-14
COc1cccc(CNc2ccc(C)c(Cl)c2)c1,-45,i,i,4,i,-3,i,0.0,i,i,-26

# (further entries)
SMILES,aSyn 5UTR inh,MrgX1 antagonist,TRPC6 inh,SKKanGAS inh,TRPC6 act,IEC-6 cytotox,TRPC4 agonist,HIF activator,TRPC4 block,TRPC4 potent,KLF5 inh
Cc1ccc(S(=O)(=O)Nc2cccc(-n3cnnn3)c2)cc1,-4,i,i,-4,i,2,i,-0.1,i,i,-22
COC(=O)c1cccc(C(=O)Nc2ccc(F)cc2)n1,-26,i,i,0,i,3,i,x,i,i,-1
C=CC[n+]1ccn(-c2nc3ccccc3nc2[N-]S(=O)(=O)c2cccs2)c1,-23,i,i,2,i,-1,i,-0.4,i,i,-20
O=C(Cn1c(=O)oc2ccccc21)N1CCCC1,-29,i,i,1,i,3,i,1.0,i,i,-23
CC(C)c1cc(C(=O)O)on1,9,i,i,0,i,3,i,0.0,i,i,5
Cc1ccc(-n2c(-c3ccncc3)nnc2-c2ccco2)cc1,22,i,i,-5,i,1,i,-1.0,i,i,4
CCCn1nnnc1SCC(=O)NCc1ccc(OC)cc1,-9,-6.8*,i,-7,i,4,i,-2.0,i,i,-26
CCCC(=O)Oc1ccc(C2NC(=O)c3ccccc3O2)cc1 (stereo not drawn),-14,i,i,-1,i,-1,i,-1.1,i,i,-10
CCN(CC)CC(=O)Nc1ccc2c(c1)Nc1ccccc1CC2,-57,i,i,1,i,7,i,0.6,i,i,-12
COCCSc1nc(N)c2c3c(sc2n1)CN(C)CC3,-5,i,-9.4*,-1,i,1,i,0.6,i,i,-5
Cc1ccc2c(c1)N(CC(=O)NCc1cccs1)C(=O)C(C)O2 (stereo not drawn),12,i,i,-7,i,1,i,1.7,i,i,-14
CN(CC(=O)Nc1cccc(F)c1)C(=O)Cn1cnc2c1c(=O)n(C)c(=O)n2C,1,i,i,-13,i,x,i,0.2,i,i,x
COc1ccc(NC(=O)[C@H](C)NC(N)=O)cc1S(=O)(=O)Nc1cc(C)ccc1Br,-6,i,i,-1,i,5,i,-0.8,i,i,-4
Cc1c(C(=O)NCCCN2CCCC2=O)oc2c(Cl)cccc12,1,i,i,19,i,x,i,-0.6,i,i,x
CCN(CC)C(=S)SCC(=O)Nc1ccc(F)cc1,4,i,i,0,i,-1,i,3.2,i,i,-3
O=C(CCSc1ccccc1)Nc1nc2c(s1)COc1ccccc1-2,-47,i,i,23,i,-3,i,-0.5,i,i,16
O=C(NC(=S)Nc1ccc(NC(=O)c2cccs2)cc1)c1ccc([N+](=O)[O-])cc1,0,i,i,6,i,10,i,0.2,i,i,-12
